# GPR7 antagonist – antagonists of human GPR7 (neuropeptides B/W receptor 1) | AID 1861 | P48145 | GPR7-expressing cells, fluorescence antagonist assay | 290,000 tested, 1.1% active | inhibition, % at 4.4 µM; in the data active = inhibition above about 16%, passing the limit was not always enough;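 note: cells stimulated with the agonist NPW; 0% = agonist with vehicle and 100% = vehicle without agonist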
# Target sequence (P48145 whole entry, looked up): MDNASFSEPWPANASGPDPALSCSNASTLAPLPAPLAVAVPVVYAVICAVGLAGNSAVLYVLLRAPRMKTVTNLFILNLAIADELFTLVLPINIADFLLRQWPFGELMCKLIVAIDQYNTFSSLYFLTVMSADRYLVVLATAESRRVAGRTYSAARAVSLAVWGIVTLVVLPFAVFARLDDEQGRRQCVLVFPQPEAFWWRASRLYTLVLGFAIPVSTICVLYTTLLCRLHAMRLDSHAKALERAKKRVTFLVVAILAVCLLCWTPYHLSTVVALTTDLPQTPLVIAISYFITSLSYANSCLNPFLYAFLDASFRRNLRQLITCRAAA
# OXTR ag – human OXTR agonism; P30559; CHO-OTR cells, Fluo-8 calcium fluorescence; normalized: DMSO 0%, oxytocin 100%; activation, % at 3 µM; 320,000 tested, 0.32% active; AID 2435;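 active = activation above the mean of all tested compounds plus 3 SD, cutoff set per screening run, cut at about 20% in these data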;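 note: peak over basal fluorescence ratio from a 100 s FLIPR kinetic read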
# Target sequence (P30559 whole entry, looked up): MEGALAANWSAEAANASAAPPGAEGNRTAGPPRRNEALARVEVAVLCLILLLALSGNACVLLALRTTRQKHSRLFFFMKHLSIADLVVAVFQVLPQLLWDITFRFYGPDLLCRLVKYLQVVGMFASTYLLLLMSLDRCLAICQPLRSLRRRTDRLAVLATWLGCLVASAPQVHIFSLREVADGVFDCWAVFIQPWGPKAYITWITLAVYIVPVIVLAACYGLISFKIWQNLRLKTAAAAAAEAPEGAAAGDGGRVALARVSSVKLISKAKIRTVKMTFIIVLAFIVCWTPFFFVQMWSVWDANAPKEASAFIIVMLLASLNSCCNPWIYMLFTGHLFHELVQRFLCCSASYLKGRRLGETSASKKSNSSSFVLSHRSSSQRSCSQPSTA
# HCV NS3 hel inh – blocks Hepatitis C virus NS3 helicase unwinding | 290,000 tested, 0.56% active | AID 1800 | NS3 helicase DNA unwinding, Cy5 molecular beacon fluorescence | inhibition, % at 10.9 µM;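 active = inhibition above the mean of all tested compounds plus 3 SD, set per campaign, cut at about 35% in these data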;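 note: 0% = DMSO wells and 100% = thioflavine S control wells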
#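 System: NS3 helicase fragment of HCV / Schedule: 1 h at 25 °C / Control set: DMSO alone as 0% and 110 µM thioflavine S as 100% / Reagent: Cy5/quencher beacon DNA duplex and ATP to start / Technique: Cy5 fluorescence / Replication: singlicate / Evaluation: % inhibition of end-to-start signal ratio versus controls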
# IMP-1 inh – blocks Pseudomonas aeruginosa IMP-1 metallo-beta-lactamase | inhibition, % at 5.6 µM | purified IMP-1, nitrocefin hydrolysis, epi-absorbance fluorescence | 290,000 tested, 0.45% active;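 active = inhibition above the mean plus 3 SD of all compounds in the same screening run, cut at about 4.5% in these data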;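 note: 0% = IMP-1 with DMSO and 100% = DMSO wells lacking enzyme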
#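 system = purified recombinant IMP-1 beta-lactamase | amount = 0.2 nM IMP-1, as dispensed | medium = HEPES buffer pH 7.1 with ZnSO4 and Brij 35 | times = 25 °C, 15 min preincubation, 25 min reaction | detection = plate fluorescence quenching by hydrolysis product, ex 480/em 530 nm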
# GalR3 antagonist – human GalR3 antagonism; O60755; HEK293 GalR3-CNG cAMP membrane potential fluorescence; galR3 body fused to GalR1 C-terminus; inhibition, % at 3 µM; 360,000 tested, 0.44% active; AID 651719;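 active = inhibition above the screen-wide average plus 3 SD, cut at about 13% in these data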;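 note: forskolin and galanin both at EC90 stimulate the cells; cAMP rise reported by CNG channel membrane potential dye signal; 0% = forskolin plus galanin with DMSO and 100% = forskolin alone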
# Target sequence (O60755 1-299 limits assumed): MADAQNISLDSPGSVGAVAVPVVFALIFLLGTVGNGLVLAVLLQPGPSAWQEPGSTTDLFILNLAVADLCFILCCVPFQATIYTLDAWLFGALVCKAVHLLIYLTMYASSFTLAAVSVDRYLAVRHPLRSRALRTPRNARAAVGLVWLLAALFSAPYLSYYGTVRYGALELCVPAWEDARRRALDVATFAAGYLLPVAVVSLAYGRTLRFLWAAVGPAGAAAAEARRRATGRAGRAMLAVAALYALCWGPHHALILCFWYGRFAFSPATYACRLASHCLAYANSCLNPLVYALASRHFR
# PHOSPHO1 inh – blocks human PHOSPHO1 phosphatase activity; Q8TCT1; 290,000 tested, 1.1% active; recombinant PHOSPHO1, absorbance phosphatase assay; AID 1565; inhibition, % at 13.3 µM; in the data active = inhibition above about 60%
# V1aR counter – activates human V1a receptor in oxytocin agonist counter-screen. CHO-V1R cells, Fluo-8 calcium fluorescence, agonist mode; 0% DMSO, 100% 3 nM vasopressin. activation, % at 3 µM. 320,000 tested, 0.25% active. AID 2797;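 active = activation above the mean activation of all tested compounds plus 3 SD, per screening run, cut at about 20% in these data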;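 note: signal is peak over basal fluorescence ratio across a 100 second FLIPR read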
# FID counter – displaces DNA intercalator in HCV helicase counter-screen. AID 1845. 290,000 tested, 0.17% active. DNA fluorescent intercalator displacement, fluorescence. inhibition, % at 7.9 µM; in the data active = inhibition above about 37%;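 note: 0% = vehicle and 100% = reference compound; higher means more ethidium bromide displaced from hairpin DNA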
# VIM-2 inh – inhibitors of Pseudomonas aeruginosa VIM-2 metallo-beta-lactamase; purified VIM-2, nitrocefin hydrolysis, epi-absorbance fluorescence; inhibition, % at 5.6 µM; 290,000 tested, 0.89% active; AID 1527;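 active = inhibition above the mean of all tested compounds plus 3 SD, cutoff set per screening run, cut at about 7.5% in these data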;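 note: red hydrolysis product quenches plate fluorescence so inhibitors raise well fluorescence; 0% = enzyme with DMSO and 100% = DMSO without enzyme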
# * hit, by the source's call; x = not tested or not shown.
SMILES,GPR7 antagonist,OXTR ag,HCV NS3 hel inh,IMP-1 inh,GalR3 antagonist,PHOSPHO1 inh,V1aR counter,FID counter,VIM-2 inh
COc1ccc(S(=O)(=O)N2CCC(N3CCCC3)CC2)cc1,-1,0.2,-2,-2.9,1,22,0.1,4,-1.1
O=C(Oc1ccccc1C(=S)N1CCOCC1)c1ccc([N+](=O)[O-])cc1[N+](=O)[O-],2,2.5,-1,-1.7,-8,24,0.9,-5,0.1
Cc1ccc(S(=O)(=O)N=Nc2c(O)[nH]c3ccccc23)cc1C,-4,1.1,2,-0.2,1,58,0.2,2,-3.8
COc1cccc2cc(C(=O)N(C)C)c(=O)oc12,-7,0.0,-3,-1.9,3,23,1.1,3,-1.7
CCN(CC)S(=O)(=O)c1ccc(C(=O)NCCSc2c[nH]c3ccccc23)cc1,-5,5.9,-15,-2.4,x,-1,4.8,-30,-2.0
CCCc1nc2ccccc2c(C(=O)OCC(=O)NCc2ccc3c(c2)OCO3)c1CC,-4,0.1,-2,-3.6,-5,-25,0.8,-20,-3.5
Cc1nnc(C)n1/N=C/c1cc(Br)ccc1O,-11,1.2,-3,-4.0,1,11,0.3,-3,-3.3
CCn1c(SC)nc2c(c1=O)SC(C)C2 (stereo unspecified),5,-1.2,-2,-1.5,-1,15,-0.6,3,-2.7
COc1cnc(-c2ccccc2)nc1Oc1cccc(C)c1C,-12,-0.1,-3,-1.7,-5,42,0.1,-5,-3.9
Cc1cccn2c(=O)c3cc(C(=O)NC4CCCCC4)c(=N)n(Cc4ccc(F)cc4)c3nc12,-1,-0.6,-5,-1.7,-1,20,0.1,-1,0.5
CN(CC(=O)Nc1sccc1C#N)Cc1ccccc1,-3,-1.8,16,-1.6,-5,3,-0.2,0,-0.2
CC1(C)CC(=O)C2=C(C1)Nc1[nH]c(=S)[nH]c(=O)c1C2c1ccccc1 (stereo unspecified),-12,0.8,23,-3.1,-2,96*,0.0,-26,-3.5
CCOc1cc(-c2c(C)c(CC)nc(N)c2C#N)ccc1O,-6,-0.3,-4,-2.2,2,-6,1.3,-9,3.1
COC(=O)[C@H]1[C@H]2C[C@@H]3c4[nH]c5cc(OC)ccc5c4CCN3C[C@H]2C[C@@H](OC(=O)c2ccc(N)cc2)[C@@H]1OC,-6,2.1,-44,0.7,1,20,2.4,-16,-1.5
CCCCn1c(SCC(=O)NCCc2ccc(OC)c(OC)c2)nc2c1c(=O)n(C)c(=O)n2C,-1,-1.1,3,-2.0,-6,5,0.0,-9,-1.9
C/C(Cl)=C\Cn1c(N2CCCCCC2)nc2c1c(=O)n(C)c(=O)n2C,-1,-1.7,5,-1.3,-4,2,-2.1,-9,-6.5
CCOc1ccc(CN2CCN(Cc3[nH]c4ccc(OC)cc4c3C)CC2CCO)cc1 (stereo unspecified),1,10,-47,-2.8,0,-12,4.9,11,-2.4
CCOc1cc(CNc2ccc(N(C)C)cc2)cc(Br)c1OCC(=O)NC(C)(C)C,-2,-2.3,53*,-3.6,-3,14,-1.8,-24,-3.0
C=CCn1c(CCNC(=O)c2cccs2)nnc1SCC(=O)Nc1cccc(C(C)=O)c1,-1,-0.8,-2,1.5,-4,2,0.3,-26,1.4
Cc1ccccc1CSc1nnc(-c2ccncc2)n1C,8,-2.3,14,-4.3,2,23,4.0,-10,-1.8
O=C(CSc1n[nH]c(=O)[nH]c1=O)c1ccccc1,-22,0.0,2,-3.4,3,0,-0.1,-1,0.1
COc1ccc(C(=O)Nc2ccc(OC)c(OC)c2)cc1,-16,0.1,8,-4.6,-4,-1,0.6,-3,-1.6
Cc1cccc(C(=O)Nc2cccc(C(=O)NC3CCCC3)c2)c1,-14,-0.7,-5,0.2,1,24,2.6,-23,-0.3
CCOC(=O)C1C(c2ccc(O)c(O)c2)NC(=S)NC1(O)C(F)(F)F (stereo unspecified),2,-0.8,11,-1.7,-4,8,0.8,-3,-1.7
CCOC(=O)c1nc(NCc2cccnc2)c2ccccc2n1,-11,0.4,6,0.5,-4,2,0.6,-6,1.3
COCCOC(=O)c1c(NC(=O)CN2CCCc3ccccc32)sc(C(N)=O)c1C,-1,-0.3,-10,-3.4,-4,-10,0.5,-12,-1.2
Cc1cccc(NC(=O)C2CCN(C(=O)N3CCOc4ccccc43)CC2)c1C,3,1.9,-1,-7.5,x,10,1.1,-39,-5.5
CC(C)NC(=O)C(=O)NCC(c1ccc2c(c1)OCO2)N1CCOCC1 (stereo unspecified),-1,0.7,5,-1.3,3,10,0.7,-5,-0.6
Cc1cccc(N2CCN(C(=S)Nc3ccc4nc5n(c(=O)c4c3)CCCCC5)CC2)c1C,-7,-1.1,3,-1.7,-5,34,-0.3,-1,-0.8
O=C1CC(c2ccccc2)n2nc(N3C(=O)CCC3=O)nc2N1 (stereo unspecified),3,0.7,6,-4.7,-1,18,-0.1,-1,-6.3
Cn1nc(C(=O)N2CCN(c3cccc(Cl)c3)CC2)c2c1-c1ccccc1S(=O)(=O)C2,3,4.2,-13,-1.3,-3,17,7.9,-48,-0.3
CCCCNC(=S)N/N=C1\C(=O)c2cccc3cccc1c23,-6,-0.1,3,-3.3,-4,16,-1.2,-2,-1.9
CN(C)c1nc(NC(C)(C)C)nc(SCC(=O)Nc2ccccc2)n1,-7,-2.9,-4,-1.8,-1,40,-1.6,-19,-2.2
Cc1nc(Nc2cccc(Cl)c2)c2oc3ccccc3c2n1,-24,-1.6,-25,-0.6,-11,5,-1.3,-8,3.4
Cc1c(NC2(C#N)CCCCC2)c(=O)n(-c2ccccc2)n1C,-5,-0.2,2,-2.6,-2,40,0.1,-3,-2.0
Clc1ccc(-c2cc(COc3ccccc3)on2)cc1,18,-1.2,-5,-2.0,-2,23,0.2,4,1.5

# Next part; it opens with the three that closed the last part.
SMILES,GPR7 antagonist,OXTR ag,HCV NS3 hel inh,IMP-1 inh,GalR3 antagonist,PHOSPHO1 inh,V1aR counter,FID counter,VIM-2 inh
Cc1nc(Nc2cccc(Cl)c2)c2oc3ccccc3c2n1,-24,-1.6,-25,-0.6,-11,5,-1.3,-8,3.4
Cc1c(NC2(C#N)CCCCC2)c(=O)n(-c2ccccc2)n1C,-5,-0.2,2,-2.6,-2,40,0.1,-3,-2.0
Clc1ccc(-c2cc(COc3ccccc3)on2)cc1,18,-1.2,-5,-2.0,-2,23,0.2,4,1.5
Cc1ccc(NNC2CC(=O)N(c3cccc(Cl)c3)C2=O)cc1 (stereo unspecified),-3,x,31,-2.1,2,-50,x,-16,-1.3
Cn1c(=O)nc2n(Cc3ccccc3)c3cccc(Cl)c3cc-2c1=O,5,-0.4,-3,-1.9,-11,6,-0.2,1,-1.1
COc1ccccc1N(CC(=O)NC1CCCC1)C(=O)CCCC(=O)Nc1ccccn1,-11,x,-8,-1.5,-9,10,x,-32,-1.1
CCO/C=C1\N=C(c2ccc(F)cc2)OC1=O,-11,-0.6,-7,-3.5,1,-8,1.5,-8,-0.7
O=C(c1c[nH]c(C(=O)C(Cl)(Cl)Cl)c1)c1ccc(F)cc1F,-2,-0.6,4,-2.6,-4,-40,0.0,3,0.7
O=C1CCCC/C1=C/Nc1ccc2c(c1)OCO2,12,0.1,3,-2.4,-5,18,0.3,1,-2.8
CCn1c(SCC(=O)Nc2ccc(Br)cn2)nnc1C1CC1,-16,-0.6,0,-3.1,1,38,0.1,-15,-3.0
NC(=O)CSc1oc(-c2ccco2)nc1S(=O)(=O)c1ccc(Cl)cc1,-19,1.5,8,-4.3,x,23,0.2,-6,-2.6
O=C(O)C1CC(O)CN1C(=O)c1ccco1 (stereo unspecified),-8,0.5,0,-0.9,-4,22,0.3,1,1.5
CCOc1ccc(NC(=S)N(CC)Cc2ccccc2)cc1,-9,-1.6,-3,-2.5,x,-4,0.0,-8,-2.8
Cc1cc(C)c(C#N)c(SCc2ccc(C(=O)O)cc2)n1,-13,0.3,4,-0.2,0,14,1.1,-22,0.2
O=S(=O)(Nc1cccc(Oc2cnccn2)c1)c1ccc(F)cc1,-10,0.7,1,-3.0,-3,38,3.0,-7,-3.8
Cc1cccc(N2CCN(C(=O)c3c(C)nn(Cc4ccccc4Cl)c3C)CC2)c1C,0,-2.0,-8,-3.4,-6,2,1.5,-40,-0.4
Cc1ccc(NC(=O)Nc2cc(S(C)(=O)=O)ccc2Cl)cc1,-9,-0.1,0,-1.4,-3,23,0.1,2,-0.7
Sc1oc(-c2ccccc2)cc1C=Nc1ccccc1,-2,-0.4,13,-0.8,-7,91*,-0.3,-5,-1.2
CS(=O)(=O)Cc1ccc(C(=O)NC2CCCc3ccccc32)cc1 (stereo unspecified),-10,0.8,-11,-1.7,-10,-12,0.2,-9,-3.5
CCCCC(=O)N1CC(=O)Nc2ccc(F)cc2C1c1ccccc1 (stereo unspecified),-9,-0.1,0,-1.1,-10,24,0.3,-19,-2.0
Cc1c(NC(=O)CN2C(=O)NC(CCc3ccccc3)C2=O)c(=O)n(-c2ccccc2)n1C (stereo unspecified),-8,1.5,-2,-2.5,-3,32,0.0,-18,0.1
CCCCCC(=O)c1ccc(O)cc1O,-7,1.3,6,-2.1,7,12,1.1,-2,-2.2
Fc1ccc(C2CC(c3cccs3)=NN2c2ccccc2)cc1 (stereo unspecified),6,x,-4,-1.2,-5,42,x,1,-2.0
CCc1ccc2c(CSc3nnnn3C)cc(=O)oc2c1,-7,-1.1,-5,-0.4,4,-15,0.1,-3,0.0
O=C1CCC(C(=O)N2CCCCO2)CN1CCc1ccc(Cl)cc1 (stereo unspecified),-6,1.1,9,-2.0,-2,32,1.1,-30,-2.6
Fc1ccccc1CSc1nnc(-c2cccnc2)o1,1,2.2,0,-3.8,-4,52,-0.3,-12,0.1
Cc1cccnc1NC(=O)C12CCC(C)(C(=O)O1)C2(C)C (stereo unspecified),-2,-0.3,-1,0.9,-6,-8,0.7,5,-0.4
CCN(CC)C(=O)Cn1cc(C(=O)C(=O)N2CCN(C)CC2)c2ccccc21,-1,-0.6,3,-0.8,0,24,-0.6,-3,-1.9
CCSc1ncc(Cl)c(C(=O)Nc2ccc(S(=O)(=O)Nc3ncccn3)cc2)n1,-8,1.1,5,-0.1,2,44,0.8,-3,-0.3
O=C(COC(=O)c1cccs1)NC12CC3CC(CC(C3)C1)C2,-3,-1.1,4,-3.1,-7,12,-0.5,-17,-2.2
COc1cc(CCC(=O)Nc2cc(C)cc(C)c2)cc(OC)c1OC,-1,-0.8,-1,-2.6,-3,16,0.8,-10,-1.5
COc1cc2cc(C(=O)NCCc3ccccc3)[nH]c2cc1OC,-9,x,3,-3.5,-11,10,x,-20,-0.8
COc1ccc2oc(C(=O)OCC(=O)c3ccc4c(c3)OCCO4)c(C)c2c1,-5,1.0,-4,-1.9,-3,13,3.9,-1,-4.5
NS(=O)(=O)c1ccc(NC(=O)Cn2ncc3c2-c2ccccc2OC3)cc1,-2,0.6,-1,-1.1,x,-5,-0.3,-1,-0.6

# From PubChem
